# Source: PubChem
# MCL1-BIM inh – inhibitors of MCL1 binding to BIM-BH3, primary screen, biochemical, fluorescence polarization; AID 2057, 2009; GST-MCL1 / FITC-Bim-BH3 fluorescence polarization; actives 0.68% (n = 320,000); Induced myeloid leukemia cell differentiation protein Mcl-1 (Homo sapiens), Q07820; inhibition, % at 10.9 µM;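 active = inhibition above the mean inhibition of all tested compounds plus 3 SD, set per campaign, cut at about 40% in these data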;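 also: 0% = DMSO wells and 100% = unlabeled Bim-BH3 peptide control; higher means more loss of mP so more displacement of Bim peptide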
# GRK2 inh – compounds blocking aptamer binding on GRK2 – biochemical, human GRK2, bead flow cytometry, HTS, primary screen; Beta-adrenergic receptor kinase 1 (Homo sapiens), P25098; FAM-aptamer displacement from GRK2; inhibition of aptamer binding, % at 10 µM; actives 0.59% (n = 330,000); AID 488847, 2010;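 active = inhibition of aptamer binding above 40%, roughly 3 SD of noise, on plates passing a quality check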;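 also: median bead fluorescence of bound FAM aptamer so fluorescent compounds give negative values; no value below 0 was filed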
# Target sequence (P25098 whole entry, looked up): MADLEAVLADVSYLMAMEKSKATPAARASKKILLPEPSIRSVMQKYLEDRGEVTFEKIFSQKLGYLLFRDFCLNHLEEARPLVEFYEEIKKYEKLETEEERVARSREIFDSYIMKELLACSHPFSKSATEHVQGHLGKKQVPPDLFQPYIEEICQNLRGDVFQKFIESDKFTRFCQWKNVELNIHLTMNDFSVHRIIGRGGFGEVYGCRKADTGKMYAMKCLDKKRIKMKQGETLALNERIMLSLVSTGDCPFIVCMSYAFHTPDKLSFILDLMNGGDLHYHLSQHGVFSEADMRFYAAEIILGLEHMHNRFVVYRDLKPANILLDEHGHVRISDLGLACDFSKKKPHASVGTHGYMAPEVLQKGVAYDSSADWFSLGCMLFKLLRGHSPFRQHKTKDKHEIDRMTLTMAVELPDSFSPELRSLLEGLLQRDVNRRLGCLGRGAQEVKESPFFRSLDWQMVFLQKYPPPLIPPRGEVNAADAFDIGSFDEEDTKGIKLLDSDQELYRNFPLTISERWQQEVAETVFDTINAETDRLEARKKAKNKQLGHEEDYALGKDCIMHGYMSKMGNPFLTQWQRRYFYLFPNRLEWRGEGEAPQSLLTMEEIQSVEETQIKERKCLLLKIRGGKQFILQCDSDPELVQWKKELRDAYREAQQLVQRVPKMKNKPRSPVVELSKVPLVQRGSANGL
# VLA-4 inh – inhibition in human VLA-4 binding assay, primary screen, VLA-4 allosteric modulator project, MLPCN library, flow cytometry, VLA-4 expressing cells | inhibition, % (about 7 µM as worked out from the volumes in the protocol) | actives 0.2% (n = 330,000) | AID 2557, 2010 | ligand binding flow cytometry | Integrin alpha-4 (Homo sapiens), P13612; in the data active = inhibition above about 50%
# Bcl-xL primary – inhibitors of human Bcl-xL, primary screen, biochemical, fluorescence polarization, HTS. Bcl-2-like protein 1 (Homo sapiens), Q07817. GST-Bcl-xL / FITC-Bim BH3 peptide fluorescence polarization. inhibition, % at 10.9 µM. actives 0.7% (n = 320,000). AID 2129, 2009;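 active = inhibition above the mean of all tested compounds plus 3 SD, cutoff set per campaign, cut at about 30% in these data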;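 also: 0% = DMSO wells and 100% = unlabeled Bim-BH3 peptide competitor; inhibitors lower millipolarization by displacing the labeled peptide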
# GLD-1 RNA inh – GLD-1/TGE RNA complex disruptors, primary screen, biochemical, fluorescence polarization; Female germline-specific tumor suppressor gld-1 (Caenorhabditis elegans), Q17339; purified GLD-1 + fluorescein TGE RNA; inhibition, % at 5.96 µM; actives 0.44% (n = 320,000);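 active = percent inhibition above a per-plate cutoff, the plate mean of test compounds plus 3 SD, cut at about 30% in these data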;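 also: 0% = DMSO wells with GLD-1 and probe and 100% = wells lacking GLD-1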
# Fam108B counter – mouse Fam108B serine hydrolase inhibitors, primary screen, counter-screen for RBBP9 inhibitor project, biochemical, fluorescence polarization | recombinant Fam108B, FP-Rh probe fluorescence polarization | inhibition, % at 9.51 µM | actives 0.33% (n = 300,000);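 active = inhibition above the screen mean inhibition plus 3 SD, computed separately per campaign, cut at about 18% in these data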;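 also: inhibitors lower polarization as less probe binds the enzyme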
# PME-1 inh – PME-1 inhibitors via competitive probe labeling, primary screen, biochemical, fluorescence polarization, FP-Rh probe, HTS; actives 0.53% (n = 320,000); inhibition, % at 5.9 µM; recombinant PME-1; AID 2130, 2009; Protein phosphatase methylesterase 1 (Homo sapiens), Q9Y570;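 active = inhibition above the campaign mean of all compounds plus 3 SD, cut at about 26% in these data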;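 also: competitive labeling of PME-1 active site by serine hydrolase directed probe; 0% = PME-1 with DMSO and 100% = wells lacking PME-1 enzyme; inhibitors block probe labeling so polarization falls and inhibition rises; many of its hits are not listed in these tables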
# Target sequence (Q9Y570 whole entry, looked up): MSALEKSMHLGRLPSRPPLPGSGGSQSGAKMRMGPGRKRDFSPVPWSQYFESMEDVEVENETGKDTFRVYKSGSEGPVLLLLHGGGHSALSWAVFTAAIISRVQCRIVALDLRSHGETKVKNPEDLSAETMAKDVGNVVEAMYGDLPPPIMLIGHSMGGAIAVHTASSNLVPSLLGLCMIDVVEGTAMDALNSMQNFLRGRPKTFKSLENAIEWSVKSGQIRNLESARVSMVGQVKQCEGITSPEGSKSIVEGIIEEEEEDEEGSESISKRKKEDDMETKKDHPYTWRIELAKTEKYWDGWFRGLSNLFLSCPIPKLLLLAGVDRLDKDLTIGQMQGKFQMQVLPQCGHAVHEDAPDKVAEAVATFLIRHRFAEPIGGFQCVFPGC
# MEX-5 binding – MEX-5 zinc finger RNA-binding disruptors – biochemical, C. elegans, fluorescence polarization, MLPCN library, primary screen. MEX-5/FITC-TCR2 RNA binding; hits give low values. activity score (negative = inhibition of binding), % at 10 µM. actives 0.38% (n = 300,000). AID 1832, 2009;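 active = inhibition past about -25% in most replicates, and total fluorescence under double the plate's negative control median, limit read from the data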;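 also: 0% = DMSO and -100% = 5 µM competing unlabeled TCR2 RNA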
# Efflux pump inh – inhibitors of Candida efflux pumps in yeast, primary screen, S. cerevisiae, Nile Red, multiplex; actives 0.44% (n = 330,000); S. cerevisiae Candida pump triplex; inhibition, % at 10 µM;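 active = plate passing quality check with inhibition over a set limit, or well fluorescence over plate mean plus 4 SD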;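 also: Nile Red retained in pooled yeast measured as flow cytometry median fluorescence; 0% = buffer negative control and 100% = Enniatin B positive control; higher means more Nile Red kept so more efflux inhibition; some compounds called inactive have numbers as strong as hits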
# Active calls of the source: *; . = not tested or not shown. An excerpt, so the mix of outcomes need not match the whole.
molecule	GRK2 inh	MEX-5 binding	VLA-4 inh	Efflux pump inh	GLD-1 RNA inh	Bcl-xL primary	PME-1 inh	MCL1-BIM inh	Fam108B counter
Cc1ccc(-n2c(CNc3ccc(F)cc3)nnc2SCC(N)=O)cc1	0	2.2	-2	-0.1	2	-6	-1	-4	4
O=C(OCC(=O)N1CCCCCC1)c1n[nH]c(=O)c2ccccc12	3	0.0	-1	-0.1	3	2	3	0	3
CN1CCN(c2ccc(C(CC(N)=O)NC(=O)Cc3ccc(Br)cc3)cc2[N+](=O)[O-])CC1 (stereo not drawn)	4	-2.4	-3	0.2	1	-4	11	0	2
CCOc1ccc2nc(NC(=O)Cn3cnc4c3c(=O)n(C)c(=O)n4C)sc2c1	0	-3.6	-4	0.1	1	4	-8	1	-3
CC1CCCC(NC(=O)COC(=O)c2cccnc2Cl)C1C (stereo not drawn)	0	.	4	-0.1	7	5	2	-1	.
COC(=O)c1ccc(Nc2ncnc3c2cnn3-c2cccc(C)c2)cc1	0	0.7	-2	0.2	6	2	-4	-1	-6
O=C(CS(=O)(=O)c1ccccc1)Nc1nnc(Cc2ccccc2)s1	0	-0.3	-1	0.0	4	7	4	19	7
COCCNC(=S)N(CCc1c(C)[nH]c2ccc(OC)cc12)Cc1cccnc1	0	-0.7	-8	-0.4	-3	5	5	12	0
CC(C)CC(=O)NC(=S)Nc1ccc(S(=O)(=O)N2CCCC2)cc1	1	0.8	-14	0.1	1	5	0	7	-6
O=S(=O)(Nc1ccc(-c2nnc(SCc3ccc(Cl)cc3)o2)cc1)c1ccccc1	3	0.9	2	-0.1	1	2	-24	2	-13
COC(=O)c1cc(-c2ccc(F)cc2)n(-c2ccccc2)n1	1	-2.4	11	0.0	3	2	6	-1	-1
CC(=O)Nc1ccc(S(=O)(=O)NC2(C(F)(F)F)C(=O)NC(C)=C2C#N)cc1 (stereo not drawn)	1	-1.3	-1	0.0	8	12	-2	15	4
COc1cc(C2C3C(=O)N(c4ccccc4)C(=O)C3ON2c2ccccc2)cc(OC)c1OC (stereo not drawn)	0	1.5	6	0.0	1	6	-6	0	-4
CC(=O)Nc1c(C#N)c(C(C)(C)C)cn1C	3	0.1	9	0.1	0	0	0	0	0
COc1ccc(C(=O)CCNc2cccc(Cl)c2)cc1	0	1.5	22	0.3	2	7	5	10	-10
CNC(=O)C1=C(C)Nc2nc3ccccc3n2C1c1ccc(F)cc1 (stereo not drawn)	2	2.9	-2	0.0	1	-1	-8	1	3
O=C1COc2ccc(S(=O)(=O)N3CCN(c4cccc(Cl)c4)CC3)cc2N1	0	-0.5	6	0.1	-10	10	-4	6	-2
COc1ccc(OC)c(NC(=O)C(CC(=O)O)NCc2ccco2)c1 (stereo not drawn)	2	0.6	1	-0.1	7	5	2	1	-2
CCC(C)(C(=O)NC1CCCCC1)N(CC1CCCO1)C(=O)c1ccccn1 (stereo not drawn)	0	-0.4	-17	-0.1	2	-1	0	1	-2
Cc1cc(COC(=O)C2N3C(=O)[C@@H](NC(=O)COc4ccccc4)[C@H]3SC2(C)C)on1 (stereo partly drawn)	1	-3.2	-12	0.3	-12	-5	1	-3	1
CCNc1ccc(S(=O)(=O)N(C)C)cc1NCC(=O)Nc1ccccc1Br	10	-1.8	-21	0.1	1	5	-2	5	2
CCN1CNC(=S)N(Cc2ccccc2)C1	2	-6.3	0	0.1	-1	-3	1	0	6
CN(C)c1ccc(/C=N/NC(=O)CN2CCCCC2)cc1Br	0	1.5	6	0.1	4	7	-3	5	5
CCOC(=O)c1sc2nc(NC(=O)C(C)(C)C)sc2c1C	1	-0.3	15	-0.2	1	-2	-3	-3	-3
Cc1cc(NC(=O)c2noc3c2CCCCC3)nn1Cc1ccc(Cl)cc1	0	1.0	.	0.1	-2	2	1	3	2
O=C(CCc1nnc(C2CCCCC2)o1)NCc1cccc(-n2cccn2)c1	2	1.8	9	0.1	-4	12	-4	3	0
CCOc1ccc(Oc2nc(NCC(C)C)nc(OC)n2)nn1	0	1.6	39	0.1	-3	-1	7	3	2
CC(NC(=O)c1ccccc1)c1nc2ccccc2n1Cc1ccc(C#N)cc1 (stereo not drawn)	3	1.5	3	0.2	-9	1	3	-4	-6
Cc1ccc(C(O)c2ccncc2)cc1 (stereo not drawn)	0	3.0	-5	0.3	7	1	5	-1	-3
CCOC(=O)c1[nH]c2ccc(F)cc2c1NC(=O)c1cc(OC)c(OC)c(OC)c1	3	0.3	3	0.0	3	2	-1	2	8
COc1ccc(Nc2nc3[nH]c(=O)cc(O)c3s2)cc1	2	3.0	8	0.6	-9	-3	0	1	6
Cc1oc(/N=C/c2cccc3ccccc23)c(C#N)c1C	8	-1.3	2	0.0	25	29	1	18	-1
O=C(NCc1ccc2c(c1)OCO2)C(=O)NCC1OCCCN1S(=O)(=O)c1ccc(F)cc1 (stereo not drawn)	0	-2.6	-1	0.0	1	5	0	9	-2
CC(C)CN(CC(C)C)S(=O)(=O)N1CCC(C(=O)N2CCc3ccccc3C2)CC1	0	-0.9	6	-0.1	-2	4	1	-1	7
CCNC(=O)NC(=O)C(C)Sc1ncc(C(F)(F)F)cc1Cl (stereo not drawn)	0	0.8	-11	0.0	-6	-3	3	-18	-1
Cc1cc2cc(CNC(=O)C(C)Oc3ccccc3)ccc2n1C (stereo not drawn)	0	-3.6	-30	0.0	57*	38*	14	41*	9
Cc1ccc(NC(=O)CCNS(=O)(=O)c2ccc3[nH]c(=O)oc3c2)cc1C	3	1.2	-2	0.1	2	7	4	0	3
O=C(NNC(=O)c1cc2ccccc2oc1=O)c1ccccc1[N+](=O)[O-]	4	-0.6	-5	-0.3	2	10	3	15	-2
C=C1CCN([C@@H](Cc2ccccc2)C(=O)NC2CCN(Cc3ccccc3)CC2)S(=O)(=O)c2ccccc21	.	-2.2	.	.	-5	2	1	4	3
O=C(CNC(=O)c1ccc(Br)cc1)N/N=C/c1cccnc1	3	1.3	8	0.2	5	2	6	7	1
Cc1cc(C(=O)COC(=O)Cn2c(C(F)(F)F)nc3ccccc32)c(C)n1Cc1ccco1	0	0.3	1	0.0	-1	-1	-1	-2	2
Cc1ccc(OCC(O)CNC2CCCC2)cc1C (stereo not drawn)	0	-1.1	5	0.0	2	6	-1	2	1
CN(Cc1ccccc1)C(=O)c1ccccc1-c1ccccc1	3	-1.4	0	-0.1	-1	2	8	2	3
Cc1ccc(C)c(-c2nc3ccc(N)cc3[nH]2)c1	0	1.5	-147	-0.3	6	10	-3	4	1
NC(=O)NC(=O)COC(=O)[C@H](Cc1ccccc1)NC(=O)c1cccs1	0	2.5	10	-0.1	-3	5	1	5	2
CC(/C=C(\NC(=O)c1ccccc1)C(=O)N=Nc1c(O)[nH]c2ccc(C)cc12)=C\c1ccccc1	1	-3.8	-7	0.1	4	8	7	1	4
O=C(NCCC(=O)N1CCN(c2ncccn2)CC1)c1ccccc1	0	-1.7	2	0.1	4	-2	-4	-2	-1
O=C(NCCc1nc(-c2ccc(F)cc2)no1)c1ccc(F)cc1	0	.	7	0.0	2	-4	3	12	-4
Cc1ccc(-c2n[nH]c3c2C(c2ccccc2)N(c2ccc(C(=O)O)cc2)C3=O)cc1 (stereo not drawn)	14	0.7	-1	0.4	-4	4	-1	-2	-5
CCOC(=O)CSC1=C(C#N)C(c2ccc(C)cc2)C2=C(CCCC2=O)N1 (stereo not drawn)	0	-2.2	11	0.1	-4	2	-8	2	-3

# Additional records:
molecule	GRK2 inh	MEX-5 binding	VLA-4 inh	Efflux pump inh	GLD-1 RNA inh	Bcl-xL primary	PME-1 inh	MCL1-BIM inh	Fam108B counter
COc1cccc(C(=O)NCC(=O)N/N=C/c2ccc(OC(=O)c3cccs3)c(OC)c2)c1	0	-1.6	8	-0.3	-1	3	-16	-2	-7
CCOc1ccccc1C(=O)NC(C)CCc1ccccc1 (stereo not drawn)	0	-0.3	2	0.0	3	2	2	-1	3
COc1cc(C(=O)NC(=S)Nc2ccc3[nH]c(=O)[nH]c3c2)cc(OC)c1OC	3	0.5	-8	0.7	-1	10	5	12	3
COc1ccc(C2CC(c3ccccc3)=NN2c2ccc(N)cc2)cc1 (stereo not drawn)	1	2.0	-42	-0.1	4	5	1	3	8
N#C/C(=C\c1ccc[nH]1)Sc1nc2ccccc2s1	3	-2.3	11	0.1	-3	0	1	-5	0
c1coc(-c2nn3c(-c4ccco4)nnc3s2)c1	18	-5.5	-9	-0.1	14	7	-3	34	9
CC/C(=N\NC(=O)c1cc(C2CC2)[nH]n1)c1ccccc1	2	-9.9	-1	-0.1	-3	-3	3	2	-1
CCOC(=O)C(=CNNc1ccccc1)C(=O)OCC	1	0.9	4	0.1	-2	11	-7	3	-2
COc1cc(/C=N/NC(=O)c2cc(C)n(-c3ccc(F)cc3)c2C)cc(OC)c1O	0	1.8	0	-0.2	2	7	11	18	12
CS(=O)c1ccccc1-c1nc(-c2cccc(Cl)c2)no1 (stereo not drawn)	4	-0.3	-12	-0.5	2	8	-3	4	5
COc1cccc(N2CCN(Cc3nnnn3C3CCCCC3)CC2)c1	0	-0.9	2	0.0	9	-3	1	-4	1
CCCn1c(SCC(=O)c2c(N)n(C3CC3)c(=O)[nH]c2=O)nc2cc(S(N)(=O)=O)ccc21	0	.	-1	0.1	-2	-14	2	-15	.
CC(=O)Nc1ccc(S(=O)(=O)NCCSCc2c(Cl)cccc2Cl)cc1	0	0.3	2	-0.1	9	5	-8	5	-8
CC1CCCN(C(=O)CN2C(=O)C(C)Oc3ccccc32)C1 (stereo not drawn)	0	0.2	5	-0.1	1	5	1	2	1
CC(C)OCCCNC(=O)CCCC(=O)Nc1ccc(OCCc2ccccc2)cc1	0	2.2	15	0.2	0	2	1	-3	-1
COc1ccc(NC(=S)N2CCC(c3nc4ccccc4[nH]3)CC2)c(OC)c1	0	-1.5	34	-0.1	4	6	2	3	3
COCCNC(=O)CCCn1c(=O)c2cc(OC)c(OC)cc2n(CC(=O)Nc2ccc(C)c(F)c2)c1=O	2	-1.0	8	-0.5	8	-4	1	2	2
COc1cc(NC(=O)c2cc(CC(C)C)on2)c(OC)cc1Cl	3	0.6	3	0.0	-1	5	-7	8	-3
